From PubChem BioAssay
Scp1 inh: blocks human Scp-1 phosphatase activity. Recombinant Scp1, phosphopeptide, malachite green phosphate absorbance. hit rate 0.88% among 340,000. inhibition, % at 20 µM. Q9GZU7;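 active = inhibition above about 50% at 20 µM, limit read from the data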;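 note: plate controls were DMSO wells with enzyme for no effect and wells lacking enzyme for full effect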
Target sequence (Q9GZU7 76-261 limits assumed): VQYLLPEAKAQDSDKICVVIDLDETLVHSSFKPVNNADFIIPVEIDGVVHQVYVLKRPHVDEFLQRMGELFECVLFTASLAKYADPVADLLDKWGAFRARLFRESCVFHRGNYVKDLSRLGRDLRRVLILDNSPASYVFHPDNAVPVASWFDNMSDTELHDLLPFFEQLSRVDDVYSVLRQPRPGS
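Material – SCP-1 phosphatase catalytic domain, residues 76-261 · Buffer or medium – Acidic Tris acetate buffer with magnesium and detergent · Also added – Phospho 17-mer peptide substrate · Compound – single 20 µM dose, 1% DMSO · Times – 45 min room-temperature reaction, 5 min colour, 30 min stabiliser · Technique – Phosphate-binding colour reagent, absorbance read at 630 nm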
Neddylation inh: blocks human cullin neddylation; TR-FRET cullin neddylation, biochemical; calls only at 25 µM; hit rate 0.58% among 360,000; in the data active = inhibition above about 36%
Target sequence (P61081 whole entry, looked up): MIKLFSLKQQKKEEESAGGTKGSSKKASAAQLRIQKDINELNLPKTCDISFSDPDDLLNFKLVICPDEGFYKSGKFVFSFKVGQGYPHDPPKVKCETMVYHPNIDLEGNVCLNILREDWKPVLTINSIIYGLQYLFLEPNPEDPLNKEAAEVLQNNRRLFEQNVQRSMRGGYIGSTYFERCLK
Target sequence (Q13564 whole entry, looked up): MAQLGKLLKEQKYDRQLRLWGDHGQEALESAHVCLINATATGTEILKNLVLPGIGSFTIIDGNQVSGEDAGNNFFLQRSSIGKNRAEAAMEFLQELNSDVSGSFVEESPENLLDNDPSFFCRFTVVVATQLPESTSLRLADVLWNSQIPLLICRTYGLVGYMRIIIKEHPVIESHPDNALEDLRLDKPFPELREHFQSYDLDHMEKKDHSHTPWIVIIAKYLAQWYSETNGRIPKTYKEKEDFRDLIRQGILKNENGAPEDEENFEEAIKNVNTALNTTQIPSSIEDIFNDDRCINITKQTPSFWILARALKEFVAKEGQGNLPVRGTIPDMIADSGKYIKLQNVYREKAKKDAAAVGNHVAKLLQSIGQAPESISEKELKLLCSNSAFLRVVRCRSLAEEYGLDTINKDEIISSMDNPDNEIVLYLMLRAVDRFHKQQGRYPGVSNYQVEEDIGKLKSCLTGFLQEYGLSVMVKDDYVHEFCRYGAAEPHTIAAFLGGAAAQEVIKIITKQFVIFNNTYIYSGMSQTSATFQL
STEP block: STEP (human) phosphatase inhibition; P54829; recombinant STEP, OMFP fluorogenic substrate, fluorescence; inhibition, % at 20 µM; hit rate 0.25% among 360,000; AID 588621;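 active = inhibition at 20 µM, scaled per plate between control wells, above about 37%, limit read from the data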;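 note: 0% = DMSO with enzyme and substrate and 100% = substrate only without enzyme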
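material = STEP tyrosine phosphatase | reagent = fluorogenic phosphatase substrate OMFP at 25 µM final | doses = single compound dose of 20 µM, 1% DMSO final | schedule = 20 min reaction, room temperature, in the dark | measured by = fluorescence, 480/540 nm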
CendR NRP1 mod: modulators of CendR peptide binding to human neuropilin-1 | FAM-RPARPAR peptide binding to NRP-1, fluorescence polarization | hit rate 0.85% among 360,000 | inhibition, % at 25 µM | O14786;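 active = inhibition or corrected inhibition above about 18%, plus a signal ratio from 0.5 to 1.5, limit read from the data, passing the limit was not always enough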; note: strong numbers were not always called active
SUMO1-SIM PPI: SUMO1-SIM interaction modulation; AID 602429; hit rate 0.33% among 360,000; P63165; SUMO1 binding to a labelled peptide, TR-FRET, 1 h; inhibition, % at 20 µM; in the data active = inhibition above about 37%
NadD block: NadD (S. aureus) enzyme inhibition; hit rate 0.78% among 360,000; purified NadD enzyme, colorimetric absorbance read-out; inhibition, % at 20 µM; AID 602399; in the data active = inhibition above about 26%; note: some compounds past the cut are filed as inactive
LMPTP inh: LMPTP (human) inhibition; P24666; recombinant LMPTP-A, OMFP fluorogenic substrate, fluorescence intensity; inhibition, % at 20 µM; hit rate 0.22% among 360,000; AID 651560;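 active = compounds that cut the enzyme signal by at least half of the control window in the single-dose screen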;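 note: plate controls were DMSO wells with enzyme plus substrate for no effect and substrate without enzyme for full effect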
Target sequence (P24666 whole entry, looked up): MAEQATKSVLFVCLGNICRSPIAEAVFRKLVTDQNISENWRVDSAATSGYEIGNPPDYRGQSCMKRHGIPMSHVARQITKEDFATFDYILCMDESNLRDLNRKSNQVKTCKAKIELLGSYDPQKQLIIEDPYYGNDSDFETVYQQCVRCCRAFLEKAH
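Test system – LMPTP-A phosphatase enzyme · Quantity – 0.625 nM LMPTP-A final · Reagent – OMFP substrate, 400 µM final · Dosing – one test concentration per compound, 20 µM, with 3% DMSO overall · Timing – 50 min enzyme reaction at room temperature, protected from light · Detection – fluorescence intensity · Controls – substrate-only low control, DMSO enzyme-plus-substrate high control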
TbMetRS inhib: Trypanosoma brucei MetRS inhibition. purified T. brucei MetRS, ATP depletion, Kinase-Glo luminescence. inhibition, % at 11.9 µM. hit rate 0.4% among 360,000;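 active = inhibition above a per-plate cutoff of the control wells' mean inhibition plus 3 SD, cut at about 5.5% in these data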;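 note: 0% = DMSO wells median and 100% = median of wells with control inhibitor compound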
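Test system: purified T. brucei MetRS enzyme. Also added: ATP, methionine and E. coli bulk tRNA substrates. Compound: 11.9 µM single point. Schedule: 15 min enzyme-compound preincubation, 2 h reaction, 10 min detection, 25 °C. Signal: luciferase luminescence of residual ATP, Kinase-Glo. Evaluation: percent inhibition versus plate control medians. Controls: DMSO wells, low control.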
DNMT1 inh: blocks human DNA methyltransferase DNMT1; inhibition (reported as % activation of signal), % at 10 µM; DNMT1 molecular beacon, Hinp1I cleavage, fluorescence; AID 588458; P26358; hit rate 0.83% among 360,000; in the data active = inhibition above about 50%
SKN-1 inh: inhibitors of C. elegans SKN-1 | C. elegans VP596 Pgst-4::GFP/RFP ratio, acrylamide-induced, 24 h | inhibition, % at 21.8 µM | hit rate 0.49% among 360,000;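 active = interference check ratio from 0.5 to 1.5 plus GFP to RFP signal ratio inhibition reaching or exceeding a fixed threshold, cut at about 30% in these data, passing the limit was not always enough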; note: some compounds called inactive have numbers as strong as hits
Numbers without * were called inactive; i = inactive; nt = not tested or not shown.

SMILES | Scp1 inh | Neddylation inh | STEP block | CendR NRP1 mod | SUMO1-SIM PPI | NadD block | LMPTP inh | TbMetRS inhib | DNMT1 inh | SKN-1 inh
COc1cccc(C(=O)Nc2ccc(NC(=O)c3cc4ccccc4o3)c(OC)c2)c1 | -5.1 | nt | -2.0 | -14.2 | 0.0 | -9.4 | -0.7 | -0.7 | 12.8 | 6.4
Cc1ccc(S(=O)(=O)NCCC(=O)N2CCN(S(=O)(=O)c3ccccc3)CC2)cc1C | -2.3 | i | -0.1 | -11.0 | 4.6 | -5.0 | -1.0 | -0.4 | 0.9 | 16.3
C[C@@H](c1ccccc1)N1Cc2ccccc2Oc2cc(Br)ccc2S1(=O)=O | -1.3 | i | 2.0 | 3.4 | 13.2 | -3.6 | 2.8 | -0.7 | -5.7 | -5.9
COc1ccc(C(=O)NCCC2=CCCCC2)cc1S(=O)(=O)N1CCOCC1 | -1.9 | i | -3.2 | -1.1 | -2.5 | -1.0 | 0.2 | -0.1 | 0.7 | -2.2
CC(CC(=O)Nc1nc2ccccc2[nH]1)n1ccnc1 (centres undefined) | -5.2 | i | -0.1 | -3.3 | 4.0 | -2.1 | 0.5 | -0.2 | -1.5 | 4.2
CCN(CC)C(=O)C1=C(C)N(Cc2ccccc2)C(=O)C(CC(=O)NCCCN(C)C)C1 (centres undefined) | nt | i | 11.7 | 5.2 | 14.2 | -2.2 | 1.2 | -0.1 | 6.3 | -20.1
O=C(NCc1ccccc1)c1cc(C2CCCN(S(=O)(=O)c3cccc4cccnc34)C2)on1 (centres undefined) | nt | i | 2.0 | -6.7 | 0.4 | 9.2 | 0.6 | -0.4 | -35.5 | 5.8
O=C1NC2(CCCCC2)Cc2ccccc21 | -5.2 | i | 0.7 | 6.6 | 2.0 | 7.2 | -2.4 | -0.2 | 4.3 | 8.7
O=C(CCN1c2ccccc2Sc2ccccc21)OCC(=O)N1CCN(C(=O)c2ccco2)CC1 | 0.0 | i | -1.6 | -7.2 | 0.1 | -0.1 | 1.5 | -0.6 | -9.3 | -8.4
Cc1ccc(C2C=C(c3ccc4c(c3)OCO4)Nc3ncnn32)cc1 (centres undefined) | -3.1 | nt | 11.5 | 1.1 | -13.2 | 15.0 | -2.0 | -0.5 | -0.9 | 4.0
O=C(COc1ccc(Br)cc1F)NC1CCN(Cc2ccccc2)CC1 | -0.4 | i | 1.7 | 24.8 | -1.5 | -5.7 | -1.1 | -1.3 | -1.3 | -7.4
O=C(N/N=C/c1cc([N+](=O)[O-])ccc1O)c1cccc2ccccc12 | nt | i | 0.5 | -29.8 | -9.2 | 3.2 | 2.0 | -0.3 | -4.2 | -6.7
CCCN1Cc2cccc(C(=O)NCCCOC(C)C)c2C1=O | -2.2 | i | -2.0 | 6.7 | -0.7 | -3.3 | -0.2 | -0.6 | -1.2 | 15.3
Cc1ccc(N2C(=O)[C@@H]3C(c4ccc(F)cc4)=NO[C@@H]3C2=O)cc1 | -5.6 | i | -4.2 | -2.9 | 1.3 | -8.9 | 0.7 | -1.1 | 4.7 | 17.3
COc1ccc(-c2cc(C(=O)Nc3ccc(O)cc3)c3ccccc3n2)cc1OC | -5.2 | i | -3.3 | -15.0 | -17.8 | 6.4 | -1.1 | -1.2 | -4.5 | -3.2
CCOC(=O)c1sc(NC(=O)C2CC(=O)N(c3ccc4c(c3)OCCO4)C2)nc1C (centres undefined) | -5.2 | i | 1.4 | -1.1 | -0.9 | -4.9 | -0.4 | -0.3 | 6.1 | -3.1
COC(=O)c1ccccc1NC(=O)CCS(=O)(=O)c1ccc(Br)s1 | 7.6 | i | 1.8 | 2.7 | 2.2 | -5.9 | -1.4 | -1.1 | 1.0 | -13.9
COc1ccc(CN(C)C(=O)Cc2ccc(S(=O)(=O)N3CCOCC3)s2)cc1OC | -2.7 | i | -0.7 | -2.6 | 1.3 | -1.4 | 1.9 | -0.2 | 7.2 | -7.4
COc1ccc(C2CC(=O)c3cc(OC)ccc3O2)cc1 (centres undefined) | -10.5 | i | -3.8 | 1.5 | -27.1 | -6.2 | 1.1 | -0.2 | -2.2 | 10.4
O=C(Nc1ccc(F)cc1)Nc1nnc([C@@H]2C[C@H](O)[C@@H](CO)O2)s1 | nt | i | -1.4 | -14.0 | -1.0 | -1.0 | 0.5 | 0.2 | 3.2 | 2.3
CC1=CC(C)(C)NC(=O)N1c1ccc(C)cc1 | -1.0 | i | 1.4 | -10.2 | -5.6 | -3.6 | -1.5 | -0.6 | 0.8 | -6.6
O=C(Nc1ccc(C(=O)O)cc1)/C(=C/c1cccc(Br)c1)NC(=O)c1ccco1 | -3.7 | i | -0.4 | -3.1 | -1.5 | -0.9 | -2.3 | -0.2 | 2.4 | -8.8
CC1(Cc2ccc(F)cc2)C(=O)Nc2c(Cl)ccc(Cl)c21 (centres undefined) | nt | i | -0.1 | -0.9 | -3.6 | -5.6 | 0.5 | -0.2 | 6.8 | 14.4
COc1ccc(N2CCN(C(=O)CSc3ccccc3N)CC2)cc1 | -3.7 | i | 1.8 | -4.6 | -1.0 | -4.1 | -1.2 | -0.2 | -6.3 | 5.8
Cn1c(SCC(=O)N(Cc2ccccc2)C(C)(C)C)nc2ccccc21 | 19.2 | i | 3.3 | -4.1 | -0.1 | 9.7 | 0.4 | -1.1 | -1.9 | 12.8
COc1cc(CNn2cnnc2)ccc1OCC(=O)NC1CCCCC1 | -9.0 | i | -2.8 | 6.8 | -0.9 | -1.3 | -0.7 | 0.1 | 0.8 | 12.2
CCn1c2c(c(C)cc1=O)C(=O)CC(C)(C)C2 | -8.3 | i | 7.2 | 11.5 | -1.8 | 1.9 | -2.4 | 0.5 | 0.7 | 11.0
Cc1ccc(C(c2c(C)[nH][nH]c2=O)c2c(C)[nH][nH]c2=O)cc1 | -5.9 | i | -2.7 | 5.9 | -0.2 | -3.2 | 1.0 | 0.0 | -12.5 | -5.9
CCc1ccccc1OCC(=O)NCC1COc2ccccc2O1 (centres undefined) | -7.7 | i | -0.1 | -8.5 | -0.7 | 2.0 | 1.2 | -0.2 | 3.9 | 12.3
O=C(COC(=O)c1ccc(C(F)(F)F)cc1)NC(=O)NC1CCCC1 | -4.3 | i | -0.9 | -1.7 | 3.1 | 1.1 | 2.1 | -0.2 | 2.9 | 8.2
Cc1ccc(-n2c(=O)[nH]cc(C(=O)Nc3ccc4c(c3)OCCO4)c2=O)cc1C | -5.2 | i | -0.7 | 18.3 | 2.7 | 0.0 | 0.6 | 0.1 | -0.6 | 11.5
O=C(c1cccnc1)N1CCN(Cc2ccc3ccccc3c2)CC1 | -0.9 | i | -1.8 | 14.7 | -5.0 | -1.3 | -2.0 | -0.5 | 1.0 | 12.9
CCOCCc1nnc(NC(=O)C(C)Oc2ccccc2)s1 (centres undefined) | -2.1 | i | -2.2 | 0.1 | -0.7 | 0.5 | 0.1 | -0.3 | -0.9 | -9.1
CCOc1cc(CNCCN(C)C)c(Cl)cc1OCC(=O)NCCc1ccccc1 | -1.9 | i | -0.3 | -1.5 | 1.7 | -0.4 | -7.8 | 1.7 | 2.4 | -0.2
Cc1nnc(NCc2ccco2)s1 | -3.6 | i | -2.9 | 4.2 | -2.3 | -2.9 | -2.0 | 0.3 | -2.0 | 6.9
Nc1ccccc1SCC(=O)Nc1ccc2c(c1)OCO2 | 4.0 | i | -0.9 | 0.0 | -3.1 | -1.0 | 0.4 | -0.5 | -1.9 | 5.6

Reprinted at random: 2 entries already listed
SMILES | Scp1 inh | Neddylation inh | STEP block | CendR NRP1 mod | SUMO1-SIM PPI | NadD block | LMPTP inh | TbMetRS inhib | DNMT1 inh | SKN-1 inh
Cc1nnc(NCc2ccco2)s1 | -3.6 | i | -2.9 | 4.2 | -2.3 | -2.9 | -2.0 | 0.3 | -2.0 | 6.9
O=C(COc1ccc(Br)cc1F)NC1CCN(Cc2ccccc2)CC1 | -0.4 | i | 1.7 | 24.8 | -1.5 | -5.7 | -1.1 | -1.3 | -1.3 | -7.4

Going on with the list.
SMILES | Scp1 inh | Neddylation inh | STEP block | CendR NRP1 mod | SUMO1-SIM PPI | NadD block | LMPTP inh | TbMetRS inhib | DNMT1 inh | SKN-1 inh
O=C(CN1CCN(Cc2ccc(Cl)cc2)C1=O)NCCCN1CCN(c2ccc(F)cc2)CC1 | -2.2 | i | -0.2 | 4.0 | -3.5 | 0.2 | -1.2 | -0.5 | -1.6 | -1.6
COCCN(CC(=O)Nc1cccc(S(=O)(=O)N2CCCC2)c1)Cc1nc2ccccc2c(=O)[nH]1 | -0.1 | i | -1.2 | -13.1 | 3.3 | -0.8 | -1.1 | -0.3 | 1.1 | 4.8
Cc1ccc(C(=O)CSc2ncnc3sc4c(c23)CCC(C)C4)cc1 (centres undefined) | 0.5 | i | 3.3 | -9.2 | 0.3 | -1.4 | 1.2 | -0.3 | 4.4 | -1.9
COc1cc(-c2nc3ccccc3nc2-c2ccc(O)c(OC)c2)ccc1O | -5.1 | i | -2.7 | -3.1 | -16.0 | -2.4 | 0.9 | -0.3 | 1.0 | 2.2
COC(=O)c1oc2ccc(Br)cc2c1-n1cccc1 | -9.6 | i | 2.2 | 1.0 | -8.0 | -6.9 | -0.4 | -1.5 | -0.4 | 5.1
Cc1ccc(OCc2ccc(C(=O)Nc3ccc(S(N)(=O)=O)cc3)o2)cc1 | -6.5 | i | -1.9 | 2.8 | 0.1 | -3.6 | -1.1 | -0.8 | 5.8 | -13.9
C#CCn1c2ccccc2c(=O)n1C(C)C | nt | nt | -0.3 | -21.9 | 0.3 | 0.0 | 0.4 | -0.1 | 2.5 | -5.9
Cc1cnc(CNC(=O)c2csc([C@H]3C[C@H](O)[C@@H](CO)O3)n2)cn1 | nt | i | -0.1 | 0.2 | -3.1 | -0.4 | -0.3 | -0.3 | 2.4 | 6.0
CC(Cc1ccccc1)C(=O)Nc1ccc(Br)cc1 (centres undefined) | -6.2 | i | -1.0 | 6.3 | -0.5 | -10.3 | 2.3 | 1.2 | 0.1 | 13.4
O=C1c2ccc(-c3nc4ccccc4o3)cc2C(=O)N1Cc1ccccc1 | -14.3 | i | 2.4 | -21.4 | 2.4 | 5.2 | 0.6 | 0.2 | 0.6 | 25.7
O=C(Nc1ccnn1C1CCN(Cc2ccc(Cl)cc2)CC1)C1CCCC1 | -1.8 | i | 1.0 | -3.9 | 7.5 | -0.2 | 1.0 | 0.2 | -2.2 | 1.0
Cc1ccc(P(=Nc2ccccc2)(N2CCOCC2)N2CCOCC2)o1 | -2.7 | i | 1.5 | -12.0 | -3.4 | -2.7 | 0.6 | -0.7 | 1.9 | -0.6
CC1CCN(c2ccc(C(=O)NCc3cccs3)cn2)CC1 | -5.2 | i | 1.4 | 1.8 | -0.5 | 0.0 | -0.1 | 0.1 | -0.1 | 17.7
CC(C)c1cccc(C(C)C)c1NC(=O)COC(=O)[C@H](C)NC(N)=O | -7.1 | i | -2.0 | -5.2 | -3.1 | -5.6 | -1.3 | -0.4 | -0.6 | 15.5
